High-throughput results (PubChem BioAssay)
GLP-1R agonist – activates the human GLP-1 receptor; HEK293 GLP-1R CRE-luciferase, luminescence, 4-6 h; cells express a hypersensitive GLP-1R form; P43220; 380,000 compounds, 0.007% hits; Potency, µM (titrated, usually from 45.6 µM), for inactives: at the top dose activation, most hits filed as activators; further: potency means the concentration at half of the fitted maximal effect; % of control where 0% means no effect
Target sequence (P43220 whole entry, looked up): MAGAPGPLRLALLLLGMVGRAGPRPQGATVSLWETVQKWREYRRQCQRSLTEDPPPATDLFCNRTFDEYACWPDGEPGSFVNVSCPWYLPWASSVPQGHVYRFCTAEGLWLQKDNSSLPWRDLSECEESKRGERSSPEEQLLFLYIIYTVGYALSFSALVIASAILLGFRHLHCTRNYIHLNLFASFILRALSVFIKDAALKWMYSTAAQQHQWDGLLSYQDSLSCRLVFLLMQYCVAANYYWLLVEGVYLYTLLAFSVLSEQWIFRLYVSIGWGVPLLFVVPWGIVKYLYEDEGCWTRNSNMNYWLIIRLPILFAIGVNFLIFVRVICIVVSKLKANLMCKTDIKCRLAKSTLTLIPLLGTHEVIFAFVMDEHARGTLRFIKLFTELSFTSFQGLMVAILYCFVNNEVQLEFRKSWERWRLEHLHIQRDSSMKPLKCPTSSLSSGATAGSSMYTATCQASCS
DRD3 antagonist – antagonists of human D3 dopamine receptor. D3R cells, DiscoveRx beta-arrestin luminescence, antagonist mode; hits give low values. 360,000 compounds, 2.5% hits. max response, negative = inhibition, %; in the data active means max response below about -50%; inconclusive means no clear call, values can overlap the other calls; further: on the % scale 0 is the no-effect control and ±100 the full control effect; mostly tested at two doses, the higher about 12 µM
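Cells plated overnight at 1500 cells/well, then exposed to library compounds with dopamine controls for 90 minutes at 37 degrees C. DiscoveRx reagent added for 30–60 minutes at room temperature; luminescence read, quantitative HTS format.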
FUS yeast rescue – rescues growth of FUS-expressing yeast | 390,000 compounds, 0.24% hits | S. cerevisiae FUS-expressing, growth rescue, OD600, 24 h | Potency, µM (doses to about 76.6 µM), without a hit: top-dose growth rescue (activation), usual class: activators | AID 1347120;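 further: potency means the concentration at half of the fitted maximal effect; plate controls were DMSO vehicle for no effect and reference control for full effect; nearly all actives have a fitted effect of over 55% in size; some results filed as inactive show a strong effect at the top dose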
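Read-out: OD at 600 nm after 24hr at 30C, reporting rescue of FUS-induced yeast toxicity. Cells at OD 0.005 in galactose (2%) minimal medium; compounds tested in a dilution series; CP55940 titration from 92uM final as control.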
PTHR1 ag – agonists of human PTHR1 parathyroid hormone receptor | Potency, µM (doses to about 115 µM), for inactives: at the highest dose activation, hits mostly activators | HEK293 GP2 PTHR1 cells, GloSensor cAMP luminescence, 1 h | Q03431 | 410,000 compounds, 0.075% hits; further: potency means the concentration at half of the fitted maximal effect; nearly all actives have a fitted effect of over 55% in size; some results filed as inactive show a strong effect at the top dose; inactives centre near -15; many of its hits are not listed in these tables
Target sequence (Q03431 whole entry, looked up): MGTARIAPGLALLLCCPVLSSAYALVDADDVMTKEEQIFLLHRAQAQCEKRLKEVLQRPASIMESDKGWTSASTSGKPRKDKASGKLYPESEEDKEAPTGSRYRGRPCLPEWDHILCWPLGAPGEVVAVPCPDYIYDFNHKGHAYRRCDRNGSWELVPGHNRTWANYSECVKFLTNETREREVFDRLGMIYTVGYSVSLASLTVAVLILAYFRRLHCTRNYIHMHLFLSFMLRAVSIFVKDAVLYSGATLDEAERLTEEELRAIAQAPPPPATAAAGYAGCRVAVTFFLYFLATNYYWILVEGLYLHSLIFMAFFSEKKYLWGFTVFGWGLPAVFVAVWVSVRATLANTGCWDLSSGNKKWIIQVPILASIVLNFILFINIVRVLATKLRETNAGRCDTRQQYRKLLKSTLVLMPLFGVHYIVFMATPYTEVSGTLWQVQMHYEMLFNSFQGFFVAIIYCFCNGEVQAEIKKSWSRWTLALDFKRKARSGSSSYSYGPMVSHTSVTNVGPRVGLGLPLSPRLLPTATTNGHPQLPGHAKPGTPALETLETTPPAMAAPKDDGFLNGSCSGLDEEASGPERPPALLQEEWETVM
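HEK-293-derived GP2 cells expressing PTHR1 and a GloSensor cAMP reporter, 3,000/well, plated overnight, given luciferin plus IBMX (each 0.5 mM as added) for 1 h at 37 °C, then compound for 1 h at 37 °C. Luminescence was read after 15 min at room temperature.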
GLP-1R inv ag – acts as inverse agonist at human GLP-1 receptor; AID 624417; HEK293 GLP-1R CRE-luciferase, luminescence, 24 h; GLP-1R form is constitutively active; 410,000 compounds, 1.6% hits; P43220; Potency, µM (titrated, usually from 38.3 µM), without a hit: at the top dose activity change, negative = inhibition, hits mostly inhibitors; further: potency means the concentration at half of the fitted maximal effect; on the % scale 0 is the no-effect control and ±100 the full control effect; nearly all actives have a fitted effect of over 55% in size
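Cells are plated, allowed 12 hours at 37 deg C, then treated with compounds for 24 hr before luciferase detection reagent is added and luminescence is read after 12 min at room temperature. The HEK293 line carries constitutively active GLP-1R with a cAMP-responsive reporter.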
aSyn yeast inh – rescues yeast growth from alpha-synuclein toxicity; Yeast expressing alpha-synuclein, growth rescue, BacTiter-Glo, 24 h; Potency, µM (titrated, usually from 46.1 µM), inactives show at the highest dose growth rescue (activation), actives largely listed as activators; 370,000 compounds, 0.14% hits; AID 652106; further: potency means the concentration at half of the fitted maximal effect; % of control where 0% means no effect; nearly all actives have a fitted effect of over 65% in size
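Galactose-induced alpha-syn yeast (OD600=0.02, raffinose-pregrown) + pinned cpd, 24 hr, 30 deg C; growth by BacTiter-Glo luminescence. Growth restoration scores as activation.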
Akt phos inh – Akt phosphorylation inhibition; Neuro2A IGF-stimulated pAkt S473 HTRF, 20 min; hits give low values; activity change, % for hits at 50 µM; 360,000 compounds, 0.32% hits; in the data active means activity change below about -80%; inconclusive means mostly about -51% to -80%; further: on the % scale 0 is the no-effect control and ±100 the full control effect
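Single-point screen (50 µM final compound) in Neuro2A cells stimulated 20 min with 6 nM IGF at 37 deg C. After lysis, Ser473-phosphorylated Akt read by HTRF (ex 330 nm, em 615/665 nm) as the 665/615 ratio.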
Abeta yeast res – restores growth of yeast expressing A-beta42 peptide | Potency, µM (doses to about 46.1 µM), for the others: at the top dose growth rescue, most hits filed as activators | 410,000 compounds, 0.063% hits | yeast expressing A-beta42, growth rescue, OD600, 48 h; response scale: 0% DMSO, 100% iron-clioquinol control | AID 1347071; further: potency means the concentration at half of the fitted maximal effect; nearly all actives have a fitted effect of over 55% in size
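Growth rescue measured by 600 nm absorbance after 48 h yeast culture at 30 C with compound. Values normalized between DMSO and an equimolar ferric chloride plus clioquinol control.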
TDP-43 yeast inh – rescues yeast growth from TDP-43 toxicity; TDP-43 expressing yeast growth rescue, BacTiter-Glo, 24 h; Potency, µM (top dose mostly 46.1 µM), for inactives: at the top dose growth rescue (activation), hits mostly activators; 410,000 compounds, 1.8% hits; AID 652104; further: potency means the concentration at half of the fitted maximal effect; % of control where 0% means no effect; nearly all actives have a fitted effect of over 50% in size
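Cell-based yeast growth screen: TDP-43 expression induced in galactose, inoculum OD600=0.02 after raffinose pregrowth to mid-log. Read-out BacTiter-Glo luminescence at 24 hr, 30 deg C; inhibition of toxicity seen as signal increase.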
* hit, by the source's call; i = inactive; ? = inconclusive; / = not tested or not shown; [ ] = remark or other dose. Unless noted, the call rests on the fitted dose curve; in most records, active means well fitted curve in the direction sought with a large enough effect; inconclusive means small, poorly fitted or top-dose-only effect, or another doubt; inactive means no such curve, though single readings can be large; an effect the other way counts as inactive or inconclusive.

SMILES	GLP-1R agonist	DRD3 antagonist	FUS yeast rescue	PTHR1 ag	GLP-1R inv ag	aSyn yeast inh	Akt phos inh	Abeta yeast res	TDP-43 yeast inh
CCC(=O)Nc1ccc(NC(=S)NC(=O)c2cc3ccccc3o2)cc1	-0.6%	?	/	i	3.3%	-12.5%	i	-16.2%	0.4%
Cc1ccc2c(cnn2C(=O)CCCC(=O)NC(C)c2ccccc2)c1 (configuration not stated)	-5.6%	-11.4	14.3%	-0.5%	?	20.9%	i	5.5%	?
COC(=O)c1c(C)sc(-c2c(-c3cccc(OC)c3)[nH]c3c2c(=O)[nH]c(=O)n3C)c1O	/	/	-14.1%	-3.9%	5.1%	/	/	9.7%	22.6%
CN(C)c1cccc(CNC(=O)c2ccc3sc([C@H]4C[C@H](O)[C@@H](CO)O4)nc3c2)c1	5.2%	14.2	-19.6%	-19.0%	11.5%	-6.9%	i	-5.5%	18.5%
Nn1c(SCC(=O)Nc2c(F)cc(F)cc2Br)nnc1C1CCCCC1	10.5%	10.8	3.0%	-8.3%	-18.0%	2.2%	i	5.9%	18.3%
CCC(C(=O)OCC(=O)N(C)c1c(N)n(Cc2ccccc2)c(=O)[nH]c1=O)c1ccccc1 (configuration not stated)	1.4%	8.6	6.3%	i	-0.2%	2.0%	i	5.3%	-4.7%
CC(NC(=O)c1ccccc1Cl)C(=O)O (configuration not stated)	-2.3%	2.1	-17.8%	i	6.3%	0.0%	i	-4.9%	4.3%
O=C1CCCC(O)=C1C=NCc1ccccc1	2.9%	0.2	-4.6%	-21.8%	9.7%	3.8%	i	-21.4%	-20.9%
COc1ccc(Nc2ncnc3c2c(-c2ccccc2)cn3-c2ccc(C)c(Cl)c2)cc1OC	/	/	-9.8%	i	12.9%	/	/	2.0%	13.8%
CCc1ccccc1NC(=O)CN1CCN(C(=O)CNC(=O)c2ccc(-c3ccccc3)cc2)CC1	-0.8%	19.4	19.8%	-32.9%[inhibitor]	?	18.6%	i	?	24.6%
COc1ccccc1C1=Nn2c(nnc2C2CCCCC2)SC1	13.3%	17.6	27.1%	-10.6%[57.5 µM]	?	2.3%	i	-10.6%	20.2%
COc1ccc(-c2cn3nc(SCC(=O)Nc4ccc(C)c(Cl)c4)ccc3n2)cc1	/	/	-16.2%	-32.7%	0.8%	/	/	-6.8%	13.8%[9.22 µM]
O=c1cc(-c2ccccc2)nc(SCc2nc(-c3ccccc3Cl)no2)[nH]1	/	/	6.1%	-25.6%	7.0%	/	/	-13.1%	13.0%
CCOCCCN(Cc1ccco1)C(=O)c1cc2c(s1)-c1c(C)cccc1OC2	/	/	42.2%	-70.9%[inhibitor]	?	/	/	3.1%	0.0%
CC(O)CNc1nc2c(c(=O)n(Cc3ccc(Cl)c(Cl)c3)c(=O)n2C)n1C (configuration not stated)	-0.4%	-22.6	21.0%	-36.2%	?	0.6%	i	-4.5%	-4.6%
COc1ccc(C(=O)C=Cc2ccc(OCc3ccccc3)c(OC)c2)cc1OC	3.4%	35.0	?	-34.3%[inhibitor]	?	-1.2%	i	3.2%	26.6%
CCOC(=O)CNc1nc(Cl)nc(N2CCCCC2)n1	6.4%	3.8	13.3%	-34.8%[inhibitor]	-8.5%	3.8%	i	-7.6%	24.3%
Cc1nn(C(C)C(=O)NNC(=S)Nc2ccc(F)cc2)c(C)c1[N+](=O)[O-] (configuration not stated)	3.9%	25.7	20.2%	i	0.1%	-2.2%	i	26.6%	4.6%
CCCn1nnnc1SCC(=O)N1CCCC1	-5.7%	-7.4	3.3%	-16.3%[57.5 µM]	5.9%	-0.6%	i	2.8%	3.8%
CCOc1ccccc1C1NC(=O)NC(C)=C1C(=O)OC1CCCC1C (configuration not stated)	0.3%	?	12.7%	-3.4%[57.5 µM]	?	-7.5%	i	-6.7%	-12.7%
Cc1ccc2cc(CN(CCN3CCOCC3)C(=O)NCc3ccccc3)c(=O)[nH]c2c1C	9.8%	-8.8	23.1%	i	-1.1%	1.9%	i	15.2%	3.1%
C[C@]12C=CC(=O)C=C1CC[C@@H]1C2[C@@H](O)C[C@@]2(C)C1CC[C@]2(O)C(=O)COC(=O)CCC(=O)O (some centres not stated)	-2.1%	5.7	13.7%	i	-31.4%	2.3%	i	-2.5%	7.6%
Cc1cc(C)cc(N=C2NC(=O)/C(=C/c3cccs3)S2)c1	17.4%	-4.0	0.4%	-4.9%	?	-6.4%	i	-10.6%	10.2%
Fc1cccc(Cc2c(-c3cccc(Br)c3)nc3c(Cl)cc(C(F)(F)F)cn23)c1	8.0%	20.7	-20.7%	-25.4%	-47.3%	-2.1%	i	-14.3%	10.8%
O=C(CSc1ccc(-c2cccnc2)nn1)Nc1ccccc1	-2.5%	20.6	13.2%	i	17.4%	1.3%	i	-12.7%	-7.5%

Next section; it opens with the 3 that closed the last part.
SMILES	GLP-1R agonist	DRD3 antagonist	FUS yeast rescue	PTHR1 ag	GLP-1R inv ag	aSyn yeast inh	Akt phos inh	Abeta yeast res	TDP-43 yeast inh
Cc1cc(C)cc(N=C2NC(=O)/C(=C/c3cccs3)S2)c1	17.4%	-4.0	0.4%	-4.9%	?	-6.4%	i	-10.6%	10.2%
Fc1cccc(Cc2c(-c3cccc(Br)c3)nc3c(Cl)cc(C(F)(F)F)cn23)c1	8.0%	20.7	-20.7%	-25.4%	-47.3%	-2.1%	i	-14.3%	10.8%
O=C(CSc1ccc(-c2cccnc2)nn1)Nc1ccccc1	-2.5%	20.6	13.2%	i	17.4%	1.3%	i	-12.7%	-7.5%
CN(Cc1ccccc1)S(=O)(=O)c1ccc(Cl)c(C(=O)OCC(=O)NC2CCS(=O)(=O)C2)c1 (configuration not stated)	14.1%	3.4	17.9%	-17.1%	21.8%	-2.0%	i	-1.6%	24.9%
Cc1nnc2c(Oc3ccccc3)nc3ccccc3n12	-2.6%	-15.2	2.9%	i	19.8%	-9.4%	i	-3.2%	4.2%
O=C1CCC([N+](=O)[O-])C(c2cc3c(cc2Cl)OCO3)N1 (configuration not stated)	0.8%	-0.2	-24.4%	i	9.2%	-0.1%	i	-15.9%	-2.7%
Cc1ccc(C)c(CSc2nnc(-c3ccccn3)n2N)c1	2.1%	-10.4	17.9%	i	-15.5%	-8.5%	i	-12.7%	19.7%
CCOC(=O)c1c(NC(=S)Nc2ccc(F)cc2)sc2c1CCC2	-10.6%	-3.6	11.2%	-2.7%[57.5 µM]	-0.2%	-7.4%	i	1.9%	4.4%
Cc1ccc(N(C(=O)c2snc(C(N)=O)c2N)C(CC(C)C)C(=O)NC2CCCC2)cc1 (configuration not stated)	11.9%	0.0	-5.4%	-12.2%	12.9%	-3.8%	i	-0.8%	-0.2%
O=C1NC(Cc2ccccc2)c2nc3ccc(Cl)cc3c(=O)n2-c2ncccc21 (configuration not stated)	7.6%	-14.1	?	i	7.9%	1.7%	i	1.2%	8.4%
CN(C)c1ccc(C2NCCS2)cc1 (configuration not stated)	-9.1%	0.0	-11.1%	i	0.5%	-3.6%	i	-5.6%	18.3%
Cc1ccc(C(=O)O/N=C(\c2ccccc2)c2ccncc2)cc1	7.7%	8.4	-0.2%	-14.9%	-4.7%[7.66 µM]	0.2%	i	-9.9%	16.5%[9.22 µM]
CC1CCN(c2ccc3nnc(CCC(=O)N4CCN(c5ccccc5F)CC4)n3n2)CC1	14.2%	4.3	29.1%	-1.7%	-18.7%	1.6%	i	/	11.3%
COC(=O)c1cc(=O)n(C2CC2)c(=NC2CC2)s1	-13.5%	-17.9	11.3%	?	0.0%	-0.6%	i	-25.3%	-16.7%
Cc1ccc(NC(=O)N2CCCC2C(=O)Nc2c(C)cc(C)cc2C)cc1 (configuration not stated)	11.5%	6.0	-8.0%	-3.2%	-13.2%	-3.8%	i	-11.3%	-11.0%
C=CCNC(=S)N1CCC2CC1c1c(Cl)cccc12 (configuration not stated)	5.8%	-22.4	-9.3%	i	-23.7%	11.9%	i	?	26.7%
N#C/C(=C\Nc1ccc2c(c1)OCCO2)C(=O)NCc1ccco1	18.6%	-11.2	-3.4%	-11.6%	-8.7%	1.9%	i	21.3%	21.8%
COc1ccc(NC(=O)CSc2nnc(-c3cccs3)n2C)cc1OC	5.7%	5.3	2.0%	-64.2%[57.5 µM]	34.8%[activator]	-10.1%	i	4.6%	-7.2%
COc1cccc(-n2ccnc2SCC(=O)Nc2nc3ccc(C)cc3s2)c1	-7.0%	/	5.3%	-23.0%	3.3%	-12.7%	/	-27.2%	-24.6%
CCCCn1c(=O)[nH]c(=O)c2c1nc(-c1ccc(-c3ccccc3Br)o1)n2CC	3.9%	0.0	15.4%	-19.5%[57.5 µM]	37.1%[activator]	21.6%	i	9.2%	2.7%
O=C(CCCCn1c(=O)[nH]c2ccsc2c1=O)NCC1CCCO1 (configuration not stated)	-6.6%	17.1	29.4%	23.0%[57.5 µM]	0.0%	0.5%	i	10.9%	?
C=CCOc1ccccc1CN1CCC(n2nccc2NC(=O)C2CC2)CC1	6.0%	5.1	/	-23.8%	-14.7%	-6.3%	i	-4.0%	-9.9%
N/C(=N\O)c1ccc(Cl)cc1Cl	4.9%	-3.8	-28.8%	12.0%	-8.6%	3.2%	i	28.4%	5.6%
CCC(Sc1nnc(-c2ccco2)n1C)C(=O)Nc1nnc(C)s1 (configuration not stated)	11.9%	12.5	5.1%	i	8.3%	2.6%	i	-3.1%	4.4%
O=C1C2C3c4ccccc4C(c4ccccc43)C2C(=O)N1Cc1ccco1 (configuration not stated)	-44.8%[inhibitor]	-15.2	1.1%	-14.2%	1.2%	-6.6%	i	14.1%	-13.9%

A portion of the library, so the mix of outcomes need not match the whole.
